Pf Dd2 growth – qHTS Primary assay for Inhibitors of Plasmodium falciparum Dd2 growth in vitro; P. falciparum Dd2 growth, SYBR Green, 72 h; Potency, µM (titrated, usually from 28.9 µM), for the others: top-dose activity, negative = inhibition, hits mostly inhibitors; hit rate 4.3% among 120,000; active = well fitted inhibition curve with a large enough effect; inconclusive = small, poorly fitted or top-dose-only effect; inactive = no such curve, though single readings can be large or run the other way;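 note: plate controls were DMSO vehicle for no effect and reference drug for full effect; nearly all actives have a fitted effect of over 65% in size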
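Infected erythrocytes (Dd2, 0.3% parasitemia, 2.5% hematocrit final) are added to compound in RPMI-1640/Albumax II medium, grown 72 h at 37C in low oxygen, then lysed with saponin/Triton-X containing SYBR Green and read by fluorescence.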
* = called active by the depositor; i = inactive; ? = inconclusive; [ ] = another dose, or the depositor's remark. Potency is the fitted concentration of half-maximal effect.

SMILES	Pf Dd2 growth
CCc1ccc(C(=O)N2CCC(Oc3ccc(C(N)=O)cn3)CC2)cc1	6%
N#Cc1cccc(CN2CCCOCCNC(=O)CC2)c1	6%
COc1ccc(NC(=O)c2ccco2)cc1NC(=O)c1ccccc1[N+](=O)[O-]	-2%
O=C(CN1C(=O)C(c2ccccc2)=NC12CCCC2)Nc1ccc2c(c1)OCCO2	17%
COc1coc(C(=O)N2CCCC(c3ccccc3)(c3ccccc3)C2)cc1=O	-5%
COc1ccccc1NC(=O)Cn1c(C)cc2nc3n(c(=O)c21)CCC3	-13%
O=C1CCN(S(=O)(=O)c2ccccc2)CCCN(Cc2ccc3cc[nH]c3c2)CCN1	5µM*
COc1ccccc1NC(=O)Cn1c(=O)n(CCc2ccccc2)c(=O)c2c3c(sc21)CN(C(C)=O)CC3	?
COc1ccc2[nH]c3c(c2c1)CCNC31CCN(C(=O)C2CCN2C2CCCCC2)CC1 (stereo not drawn)	13µM*
COc1ccc(CCC(=O)N2CCCOCCNC(=O)[C@@H]3CCCC[C@@H]32)cc1	i
O=C1CC(c2ccccc2)N(C(=O)CNC(=O)Cn2ccnc2)CCCCCN1 (stereo not drawn)	12%
COCc1cc(C[C@@H]2C[C@H](NC(=O)c3ccco3)C2(C)C)no1	10µM*
Cc1cc2ncc(C(=O)NCc3ccccc3Cl)cn2n1	-4%[44.1 µM]
O=C(Cc1ccccc1)N1[C@H]2CC[C@@H]1c1cnc(-c3ccccc3)nc1C2	i
Cc1cc(C(=O)NCC(C)C)c2c(C3CCNC3)noc2n1 (stereo not drawn)	10%[44.1 µM]
CC(C)CC(=O)N1CCC(Oc2ccccc2-c2nc(C3CCOCC3)no2)C1 (stereo not drawn)	-24%

For convenience, 15 of the compounds above.
SMILES	Pf Dd2 growth
N#Cc1cccc(CN2CCCOCCNC(=O)CC2)c1	6%
COc1ccc(NC(=O)c2ccco2)cc1NC(=O)c1ccccc1[N+](=O)[O-]	-2%
O=C(CN1C(=O)C(c2ccccc2)=NC12CCCC2)Nc1ccc2c(c1)OCCO2	17%
COc1coc(C(=O)N2CCCC(c3ccccc3)(c3ccccc3)C2)cc1=O	-5%
COc1ccccc1NC(=O)Cn1c(C)cc2nc3n(c(=O)c21)CCC3	-13%
O=C1CCN(S(=O)(=O)c2ccccc2)CCCN(Cc2ccc3cc[nH]c3c2)CCN1	5µM*
COc1ccccc1NC(=O)Cn1c(=O)n(CCc2ccccc2)c(=O)c2c3c(sc21)CN(C(C)=O)CC3	?
COc1ccc2[nH]c3c(c2c1)CCNC31CCN(C(=O)C2CCN2C2CCCCC2)CC1 (stereo not drawn)	13µM*
COc1ccc(CCC(=O)N2CCCOCCNC(=O)[C@@H]3CCCC[C@@H]32)cc1	i
O=C1CC(c2ccccc2)N(C(=O)CNC(=O)Cn2ccnc2)CCCCCN1 (stereo not drawn)	12%
COCc1cc(C[C@@H]2C[C@H](NC(=O)c3ccco3)C2(C)C)no1	10µM*
Cc1cc2ncc(C(=O)NCc3ccccc3Cl)cn2n1	-4%[44.1 µM]
O=C(Cc1ccccc1)N1[C@H]2CC[C@@H]1c1cnc(-c3ccccc3)nc1C2	i
Cc1cc(C(=O)NCC(C)C)c2c(C3CCNC3)noc2n1 (stereo not drawn)	10%[44.1 µM]
CC(C)CC(=O)N1CCC(Oc2ccccc2-c2nc(C3CCOCC3)no2)C1 (stereo not drawn)	-24%

(listing goes on)
SMILES	Pf Dd2 growth
Cc1ccc(C)c(Cn2c(=O)n(Cc3ccc(C(=O)NC4CCN(Cc5ccccc5)CC4)cc3)c(=O)c3ccccc32)c1	-3%
O=C1c2c(nc(COc3ccc(F)cc3)n2Cc2ccccc2)NCCN1CCOc1ccccc1	5.6µM*
Oc1ccc(-c2nc(C3CC3)nc3c2CCN(Cc2ccccc2C(F)(F)F)CC3)cc1	?
CCOc1ccccc1NC(=O)Cn1c(-c2ccccc2)nc(C)cc1=O	1.6µM*
CCN1CCN(CCNC(=O)C2Cn3cccc3C(=O)N2Cc2cccnc2)CC1 (stereo not drawn)	-13%
O=C(Nc1ccc(Cl)cc1)c1ccc2c(c1)n(Cc1ccccc1)c(=O)c1ccnn12	?
O=C(NC1CCCC1)NC1CCN(c2nc3ncccc3o2)CC1	1%[44.1 µM]
CCc1cccc(C)c1NC(=O)CN1C(=O)NC(c2ccc(Cl)cc2)C2=C1COC2=O (stereo not drawn)	-2%
CCc1nc2c(c(-c3ccc(Cl)cc3)n1)CCN([S+](=O)([O-])c1c(C)noc1C)CC2	-12%
COc1ccc(C(=O)N2CCC(c3nc(C4CCOCC4)no3)C2)cc1OC (stereo not drawn)	8%
COc1cccc(-c2cc(C3CCN(C(=O)c4ccc(Br)cc4)CC3)[nH]n2)c1	i
COc1ccc(-c2ccc(CCC(=O)O)n2-c2ccccc2C(F)(F)F)cc1	15%
CNC(=O)N1C[C@@H](CN(C)C)[C@H](NC(=O)c2ccc(C(F)(F)F)cc2)C1	39%[activator]
CCC(O)c1cc2n(n1)CCN(C(=O)c1nc(N)nc3c1CCCC3)C2 (stereo not drawn)	-17%
CCOCCn1ccc2c(OCC(=O)Nc3cc(C(F)(F)F)ccc3Cl)cccc2c1=O	43%[activator]
CCc1nc(CN(C)C(C(=O)O)c2ccc(C(C)(C)C#N)cc2)no1 (stereo not drawn)	?
COc1ccccc1N1CCCc2ncc(C(=O)NCc3ccccc3)cc21	i
COc1cc(=O)n2c(c1C(=O)Nc1ccc(F)c(F)c1)CCCC2	21%
O=C(CC1CCCCC1)N1CC(CO)C2(CCNCC2)C1 (stereo not drawn)	18%
CC(C)CCN1CCC2CC(=O)NCCC2C1 (stereo not drawn)	i
CC(C)NC(=O)c1ccccc1OCC1CCCN(CC2=Cc3ccccc3OC2)C1 (stereo not drawn)	-21%
O=C(CCC1CCCC1)NCc1nnc2c(-c3nc(C4CC4)no3)cccn12	?
O=C(c1ccc2[nH]ccc2c1)N1CCC(N2CC(OCC3CC3)C23CCOCC3)CC1 (stereo not drawn)	-12%
CC(=O)NCCCC(=O)N1CCC2(CC1)CN(C(=O)Cc1ccc(O)cc1)CCO2	14%
Cn1cncc1C(=O)N1CCC(F)(c2nc(-c3ccncc3)no2)CC1	4%
O=C(C1CCN(C(=O)N2CC3CC(C2)[C@H]2CCCC(=O)N2C3)CC1)N1CCCC1 (stereo partly drawn)	-14%
O=C(CC1CCCN(c2cnn(CC3CC3)c(=O)c2)C1)NCCN1CCOCC1 (stereo not drawn)	27%
Cc1ccc(C(=O)NCc2c(C)ncc3c2CCNC3)cc1Cl	-16%
CC1(C)C(=O)Nc2ccc(S(=O)(=O)N3CCC(c4noc(-c5ccccn5)n4)C3)cc21 (stereo not drawn)	13%[5.79 µM]
COCC1CN(C(C)=O)CC12CCN(S(=O)(=O)c1ccc(F)cc1)CC2 (stereo not drawn)	i
Cc1ccc(-c2cc(NC(=O)COc3ccc(Cl)c(C)c3)on2)cc1	36%[activator]
Cc1ccc(-c2ccc3nnc(CNC(=O)c4ccc(C#N)cc4)n3n2)cc1C	i

New compounds follow
molecule	Pf Dd2 growth
COc1ccc(/C=C/c2ccc3c(c2)C(=O)N2CC[C@H](NC(=O)COCC(=O)O)[C@H]2C(=O)N3)cc1	-13%
CCCS(=O)(=O)N1C[C@@H](Oc2cccnc2)C[C@H]1C(N)=O	21%
CCc1nc2c(c(-c3ccc(OC)cc3)n1)CCN(CC1CC1)CC2	-15%
COc1cccc(CNC2(Cc3cc(-c4ccc(F)cc4)on3)COC2)c1	i
Cc1cnc(-c2cccnc2)n1CC1CCN(C(=O)C2CCC2)CC1	-2%
Cc1cc(-c2ccc(S(=O)(=O)NCc3ccccc3Cl)s2)on1	1%
COCCN1CCC(N2CCN(S(=O)(=O)Cc3cccc(Cl)c3)CC2)C1=O (stereo not drawn)	0%
O=C1CCCCC(C(=O)NCc2cccc(F)c2)N1 (stereo not drawn)	5%
CC(=O)N1CCc2cc(Br)cc(S(=O)(=O)N3CCC(C(=O)Nc4ccc(C(C)C)cc4)CC3)c21	10µM*
COc1ccc(C(=O)N2CCN(C(C(=O)O)c3ccc(F)cc3)CC2)cc1 (stereo not drawn)	3%
COC(=O)c1cc(NC(=O)c2nn(C)c3c2CSc2ccccc2-3)cc(C(=O)OC)c1	?
CCC(C(=O)Nc1cccc(C#N)c1)n1nc(-c2ccccc2)ccc1=O (stereo not drawn)	12%
Cc1ccc(NC(=O)CN2C(=O)c3cccnc3Oc3ccc(Cl)cc32)cc1	i
CCN1CCC2(Cc3ccccc3CN([S+](=O)([O-])c3ccccc3)C2)C1 (stereo not drawn)	?
COc1ccc(CN2CCC3(Cc4ccccc4NC3=O)C2)cc1 (stereo not drawn)	10µM*
COCCN1CCCN(C(=O)C2CC2)c2ccccc21	i
CC(C)(Oc1nn(Cc2cccc(Cl)c2)c2ccccc12)C(=O)NCCCn1ccnc1	-12%
O=C1CCC2(CCCO2)CCN1Cc1ccc(F)c(F)c1 (stereo not drawn)	i
Cc1cccc(N2CCN(C(=O)c3cnc4c(C)cccn4c3=O)CC2C)c1 (stereo not drawn)	-21%
COc1ccc(-c2cn3nc(N4CCCC(C(=O)NCCCOC(C)C)C4)sc3n2)cc1 (stereo not drawn)	i
CCOc1ccc(NC(=O)CSc2nnc(CNC(=O)C34CC5CC(CC(C5)C3)C4)n2CC)cc1	?
CC(=O)c1cccc(NS(=O)(=O)c2c(C(=O)N3CCCCCC3)c(C)n(C)c2C)c1	?
CC1Cn2c(C(=O)NCc3ccccc3Cl)cc3cccc(c32)S1 (stereo not drawn)	i
CC(C)(C)c1cc(CC2(NCc3ccc(C#N)cc3)COC2)no1	?
N#Cc1ccc(CN2C[C@@H](CO)[C@H](c3ccncc3)C2)cc1	12%
CN1CC(=O)N(c2ccccc2F)Cc2c(NCC3CCCCC3)ncnc21	i
CC(C)N1CCN(c2ccc3nnc(C4CCC4)n3n2)CC1	?
COC1C(=O)N(CC2CC2)C12CCN(S(=O)(=O)c1ccc3c(c1)OCCO3)CC2 (stereo not drawn)	-28%
CCc1cccc2c(C(CC(=O)NC(C)CC)c3cccc(OC)c3)c[nH]c12 (stereo not drawn)	-8%
O=c1c2nc(-c3cccc(O)c3)ccc2ncn1C1CC1	?
Cc1ccn2c(Nc3ccc4c(c3)OCCO4)c(-c3ccc(C)s3)nc2c1	-7%
COc1cc(Cl)ccc1-c1cccc(CCOc2cnc3c(ccn3CC(=O)O)c2)c1	i
CN1[C@@H](CCC(=O)N2CCN(c3ccccc3)CC2)CNC(=O)[C@@H]2[C@H]1CCN2Cc1ccc(F)cc1	i
CCc1nc(-c2ccc(OC3CCN(S(=O)(=O)Cc4ccccc4)C3)cc2)no1 (stereo not drawn)	i[5.79 µM]
O=C1CCN(C(=O)C2CCN(S(=O)(=O)c3ccc4c(c3)CCC4)CC2)CCCCCCN1	?
Cc1ccc(Cl)cc1NC(=O)Cn1cccc1-c1nc(-c2ccccc2)no1	?
COc1cccc(NC(=O)N2CC[C@@H](CC(=O)O)[C@@H](CC3=NCCc4ccc(C(C)(C)C)cc43)C2)c1	i
O=C(NC[C@H]1O[C@@H](CC(=O)N2CCN(c3ccccn3)CC2)[C@H](O)[C@@H]1O)c1ccco1	-16%[44.1 µM]
CN(Cc1cccc(C(F)(F)F)c1)C(=O)Cc1cccc(Cl)c1	-17%
Cn1c(CN2CCC3(CCNCC3)C2)nc2ccccc21	-5%

3 entries from above, ordered by molecular weight, rising.
molecule	Pf Dd2 growth
CC(C)(C)c1cc(CC2(NCc3ccc(C#N)cc3)COC2)no1	?
Cc1ccn2c(Nc3ccc4c(c3)OCCO4)c(-c3ccc(C)s3)nc2c1	-7%
CCc1nc(-c2ccc(OC3CCN(S(=O)(=O)Cc4ccccc4)C3)cc2)no1 (stereo not drawn)	i[5.79 µM]

Next section.
molecule	Pf Dd2 growth
Cc1nccn1Cc1nnc(C2CCN(C(=O)c3cnccn3)CC2)n1C	24%
CC(C)NC(=O)c1ccccc1OCC1CCCN(Cc2ccncc2F)C1 (stereo not drawn)	?
CCn1nccc1C(=O)N1C[C@@H](Oc2cccnc2)C[C@H]1C(=O)NC1CC1	34%[activator]
O=Cc1ccccc1-c1cccc(C(F)(F)F)c1	-1%[44.1 µM]
O=C(O)C[C@@H]1CCN(C(=O)C2CC2)C[C@@H]1CCN1CCC(n2c(=O)[nH]c3ccccc32)CC1	33%
CC(C)CCNC(=O)NC1CCN(C(=O)N2CC3CC(C2)[C@H]2CCCC(=O)N2C3)CC1 (stereo partly drawn)	-21%
CCOc1ccc(-c2cc3c(=O)n(Cc4nc(-c5ccc(OCC)c(OC)c5)oc4C)ccn3n2)cc1Cl	31%
Cc1ccc(CNc2ncnc3c2cnn3-c2ccc(Cl)cc2)cc1	8%
COC(=O)C(C)Sc1nnc2cc(C)c3cc(C)cc(C)c3n12 (stereo not drawn)	?
CCN1C(=O)CCc2cc(NC(=O)CC(C)C)ccc21	-5%
COc1ccc(NC(=O)N2CC[C@@H](CC(=O)O)[C@@H](CCN3CCOCC3)C2)cc1	i
Cc1cccc(CNC(=O)C2(C)CCCCC(=O)N2)c1 (stereo not drawn)	i
Cc1noc(C)c1C(=O)N1CCN(c2cc(Cl)ncn2)C(=O)C1	-21%
CCc1ccc(S(=O)(=O)Nc2ccc3[nH]c(=O)sc3c2)cc1	34%[activator]
O=C(c1cccs1)N1CCC(c2nc(-c3ccccc3)no2)C1 (stereo not drawn)	i[5.79 µM]
CCCN1C(=O)Cc2cc(C(=O)NCc3ccc(C)c(C)c3)ccc21	?
COc1ccc(NC(=O)c2c(NCc3cccc(F)c3)sc3c2CCC3)c(OC)c1	?
CCCN(Cc1cccs1)C(=O)Nc1cc(Cl)c(OC)cc1OC	-2%
COCCCNC(=O)c1ccc2c(c1)n(Cc1cccc(OC)c1)c(=O)c1ccnn12	?
FC(F)(F)CN1C2CCC1CN(c1cncc(Br)c1)C2	?

Compound activity as filed in PubChem BioAssay.

A portion of the library; rates above refer to the full screens.
